# Screening results (PubChem)
# DAGLB inh: diacylglycerol lipase beta (human) inhibition. HEK293T DAGLB membrane lysate, EnzChek fluorogenic substrate. inhibition, % at 5.17 µM. AID 504411. 340,000 compounds, 0.059% hits. Q8NCG7; in the data active means inhibition above about 34%;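 further: 0% = enzyme with vehicle and 100% = wells lacking enzyme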
# Target sequence (Q8NCG7 whole entry, looked up): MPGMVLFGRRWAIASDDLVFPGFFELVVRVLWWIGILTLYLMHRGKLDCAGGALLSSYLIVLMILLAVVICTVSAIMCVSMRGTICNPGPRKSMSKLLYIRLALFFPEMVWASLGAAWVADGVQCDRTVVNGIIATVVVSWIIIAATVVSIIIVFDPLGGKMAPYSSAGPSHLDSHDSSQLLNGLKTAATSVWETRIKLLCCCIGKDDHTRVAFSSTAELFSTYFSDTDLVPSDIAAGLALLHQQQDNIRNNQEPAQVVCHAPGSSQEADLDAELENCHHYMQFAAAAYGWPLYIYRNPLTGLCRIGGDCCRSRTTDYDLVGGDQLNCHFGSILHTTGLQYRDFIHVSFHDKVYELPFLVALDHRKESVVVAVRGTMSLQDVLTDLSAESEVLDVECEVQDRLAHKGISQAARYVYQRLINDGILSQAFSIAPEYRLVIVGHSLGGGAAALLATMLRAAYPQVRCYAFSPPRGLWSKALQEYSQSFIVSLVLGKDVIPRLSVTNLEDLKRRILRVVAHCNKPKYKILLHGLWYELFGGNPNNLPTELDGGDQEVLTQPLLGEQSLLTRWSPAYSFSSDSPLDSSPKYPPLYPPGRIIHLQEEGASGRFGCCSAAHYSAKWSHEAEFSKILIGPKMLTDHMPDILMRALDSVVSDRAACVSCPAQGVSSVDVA
# Arrestin-AP2 inh: blocks beta-arrestin peptide binding to AP2 adaptin. FITC-arrestin peptide / GST-AP2 beads, flow cytometry; AP2 beta2 appendage carries R879A mutation. inhibition, % at 10 µM. 340,000 compounds, 0.31% hits. AID 504490;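 active means inhibition above a set limit, near 3 SD of compounds lacking own fluorescence, cut at about 54% in these data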;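 further: plate controls were DMSO wells for no effect and 5 µM unlabelled arrestin peptide for full effect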
#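 System: GST-AP2 R879A glutathione beads; medium: PBS, Tween 20 0.05%, BSA 0.1%; reagent: fluorescein-tagged arrestin peptide at 50 nM final; schedule: pre-incubation 12 min, peptide binding 1 h, room temperature; detection: flow cytometry, FL1 (488/535 nm); read-out: inhibition as reduced fluorescein signal on beads, percent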
# CAL PDZ FP-1: inhibitors of human CAL PDZ peptide binding. Q9HD26. purified CAL PDZ, TMR-peptide fluorescence polarization, 1 h. inhibition, % at 24.9 µM. 300,000 compounds, 0.92% hits. AID 602252;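 active means mean inhibition of at least 30% with at least half of replicates also reaching 30%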;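 further: 0% = DMSO neutral control and 100% = excess unlabeled competitor peptide PRC23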
# V-ATPase pHluor: regulators of yeast V-ATPase proton transport | 350,000 compounds, 0.37% hits | S. cerevisiae, pHLuorin cytosolic pH fluorescence | response, % at 10 µM; in the data active means response mostly above about 7.3%, no sharp cut-off; inactive means mostly below about 5.4%; further: actives read high; inactives centre near 0; some compounds called inactive have numbers as strong as hits
# DSG3 Ab inh: blocks pemphigus antibody binding to human desmoglein-3; DSG3-coupled beads, scFv-anti-DSG3-GFP binding, flow cytometry; hits give low values; binding (percent of control), % at 10 µM; 310,000 compounds, 0.48% hits;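 active means binding more than 3 SD below its plate's average and above zero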;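 further: hits lower antibody fragment binding to DSG3; some compounds called inactive have numbers as strong as hits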
# NSD2 HMT inh: inhibitors of human histone methyltransferase NSD2; O96028; NSD2 peptide methylation, AlphaScreen, 120 min; inhibition, % at 12.5 µM; 310,000 compounds, 0.54% hits; AID 743445; in the data active means inhibition above about 50%
# C-LANA FP: inhibitors of KSHV LANA C-terminal domain DNA binding. MBP-C-LANA/FAM-LBS DNA binding, fluorescence polarization. inhibition, % at 9 µM. AID 504423. 340,000 compounds, 0.078% hits;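 active means highest replicate inhibition at or above 60% at 9 µM, even if other replicates fall short; inactive means all replicates below 60% inhibition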;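 further: 0% = neutral control wells and 100% = 4 µM acridine orange control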
# Cardiac RTF inh: cardiac RTF calcium desensitization; P19429+P45379; IANBD-labeled cardiac RTF, Ca2+ fluorescence; inhibition, % at 7.15 µM; 340,000 compounds, 0.12% hits; AID 493244;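 active means inhibition above the mean inhibition of all tested compounds plus 3 SD, cut at about 17% in these data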;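 further: assay run at fixed EC70 calcium of 1.6 mM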
# Keap1-Nrf2 PPI: inhibitors of human Keap1-Nrf2 protein-protein interaction; Q14145; Keap1 Kelch-Nrf2 peptide fluorescence polarization, 1536-well; inhibition, % at 9.4 µM; 340,000 compounds, 0.15% hits; in the data active means inhibition above about 12%;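 further: human Keap1 Kelch domain with fluorescein labeled Nrf2 9mer peptide probe; 0% = neutral control wells and 100% = peptide positive control; higher means more block of Keap1 binding to Nrf2 peptide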
# CAL PDZ FP-2: inhibitors of human CAL PDZ peptide binding; Q9HD26; purified CAL PDZ, TMR-peptide fluorescence polarization, 1 h; inhibition, % at 20 µM; 330,000 compounds, 0.02% hits; AID 504414;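 active means highest replicate inhibition of at least 40%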;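 further: plate controls were DMSO neutral control wells for no effect and unlabeled competitor peptide control wells for full effect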
#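 Material: tagged CAL PDZ protein CerCALP, purified; buffer or medium: sodium phosphate/NaCl buffer pH 7.4 with TCEP, IgG, Thesit; also added: fluorescent TMR peptide probe; schedule: 1 h incubation at room temperature before polarization reading; technique: fluorescence polarization from S- and P-plane intensities, G-factor corrected; control set: unlabelled peptide and DMSO controls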
# * hit, by the source's call; / = no result given.
Compound,DAGLB inh,Arrestin-AP2 inh,CAL PDZ FP-1,V-ATPase pHluor,DSG3 Ab inh,NSD2 HMT inh,C-LANA FP,Cardiac RTF inh,Keap1-Nrf2 PPI,CAL PDZ FP-2
COC(=O)c1cccc(C23CC4(C2)[C@H](CN(Cc2ccc(-c5ccccc5)cc2)[C@@H]4c2ccccc2)C3c2ccc(Cl)nc2)c1 (stereo not given in full),-1,-1,4,1,99,/,-3.3,-2,-4,-0.2
COc1ccc(CC(=O)NNc2ncnc3c2cnn3-c2ccc(C)cc2)cc1OC,-2,-14,-3,-2,123,3,-0.1,3,-1,-2.0
CC(C)CC(=O)NC(=S)Nc1cccc(NC(=O)c2ccccc2)c1,0,2,-10,-2,81,2,-0.5,-5,-7,-3.3
COc1cccc(C(=O)NC(C)CCc2ccccc2)c1 (stereo not given),-2,-7,/,0,96,-3,-0.9,1,0,-1.0
CN(C(=O)COC(=O)c1cc2ccccc2cc1O)c1c(N)n(Cc2ccccc2)c(=O)[nH]c1=O,2,21,-1,2,95,-1,-0.5,-6,1,-2.9
COc1ccc(S(=O)(=O)N2CCCN(C)CC2)cc1,-1,-18,-2,0,113,4,-2.3,-2,-5,-1.6
CCN(C(=O)CN1C(=O)/C(=C/c2ccccc2F)SC1=S)C1CCS(=O)(=O)C1 (stereo not given),2,-10,75*,4,/,0,-0.9,-4,2,0.1
Cc1cc(C)c2nc(NC(=O)C3CSC4(C)CCC(=O)N34)sc2c1 (stereo not given),-2,-8,0,-2,100,19,-0.8,-8,-2,-1.8
CCCCn1c(SCC(=O)N(C)C2CCS(=O)(=O)C2)nc2cc(S(N)(=O)=O)ccc21 (stereo not given),1,-10,53*,0,87,-2,-0.1,-9,2,0.1
COc1ccc(CCNC(=O)CSc2nc3[nH]ncc3c(=O)[nH]2)cc1OC,-1,4,-9,-2,88,-3,-1.3,5,-1,-2.2
N#Cc1ccccc1OCC(=O)OCC(=O)Nc1ccc2c(c1)OCO2,-1,20,1,-3,98,0,0.2,7,1,0.0
CCn1c(SCc2ccccc2Cl)nc2nc3c(cc2c1=O)CCCC3,-6,0,-1,9,84,-3,0.8,-18,1,-2.0
Cc1ccc(C(C)C)c(OCc2nnc(SCC(=O)Nc3nccs3)n2C)c1,-2,-1,-9,-2,95,0,0.0,0,-1,-0.1
COc1ccc(/C=N/n2cncn2)cc1CSc1ccccn1,2,-1,-4,-3,110,0,-2.6,6,1,-1.5
O=C(O)Cn1c(=S)sc2ccccc21,0,11,-4,1,99,-2,0.5,4,-2,/
CCOC(=O)N1CCN(S(=O)(=O)N2CCCC(C(=O)NCCc3ccccc3)C2)CC1 (stereo not given),0,-17,-2,-1,95,/,1.9,-2,0,-2.0
COc1cc(C)c(NC(=S)Nc2ccc(Cl)c(Cl)c2)cc1OC,1,3,-3,9,82,0,0.8,8,-5,0.0
c1ccc(N2CCN(Cc3nc4ccccc4[nH]3)CC2)nc1,1,3,4,-5,99,-3,-0.2,-3,-2,-2.2
COc1c(C)cc(C(=O)C2CCCN(C(=O)c3cc(C)n(C)n3)C2)cc1C (stereo not given),-2,-7,-7,-2,96,4,0.6,-3,0,0.2
CC(=O)c1ccc(OCC(=O)Nc2nnc(C3CC3)s2)cc1,0,/,/,0,107,1,/,/,/,/
COc1ccccc1C(CCNCc1ccc(N(C)C)cc1)c1ccc(OC(C)C)cc1 (stereo not given),-1,52,-13,-1,97,32,-0.5,-7,-7,/
COc1cc(OC)cc(-c2c(-c3cccs3)c3cc(Br)ccc3n2C)c1,-1,4,-1,-2,104,/,0.7,-3,-2,-0.6
O=C(Nc1cccc(C(F)(F)F)c1)c1cccc(NS(=O)(=O)c2ccc(O)c(C(=O)O)c2)c1,41*,42,-1,-3,101,5,-0.1,-4,3,-1.1
CC(=O)c1c(C)oc(C)c1CSCc1ccc(C(=O)O)o1,-2,24,0,-4,101,29,11,-2,0,-0.4
OC1CCCN(Cc2ccc3ccc4cccc5ccc2c3c45)C1 (stereo not given),-2,34,-1,0,100,-2,-3.3,0,7,-2.5
CCOC(=O)Nc1ccc(S(=O)(=O)Nc2nccc(C)n2)cc1,0,8,-6,1,99,1,0.7,1,-2,0.4
CN1CCN(c2nc(-c3ccccc3)cc(C(F)(F)F)n2)CC1,-13,22,0,1,/,-2,0.7,7,1,-1.4
CN(Cc1ccccc1)S(=O)(=O)c1ccccc1[N+](=O)[O-],-2,5,-3,-4,105,-2,-1.0,-1,-1,-1.8
C#CCCCc1nc2ccccc2c(=O)n1N,0,-14,-2,2,102,-2,1.5,2,3,0.0
COc1ccc(OC)c(NC2=NC3(CCCC3)N=C(N)N2)c1,1,4,1,1,101,-1,1.5,-19,-5,-1.1
CCOC(=O)C1CCC(=O)C1 (stereo not given),0,-13,-8,4,112,3,2.8,-1,3,0.1
CCOc1ccc(S(=O)(=O)N2CCN(Cc3ccccc3)CC2)cc1,-6,-16,/,-2,96,-4,0.9,-2,-4,3.3
CCC(=O)Nc1ccc(NC(=O)Cc2ccccc2)cn1,-1,1,0,-3,100,-4,-0.2,13,-2,-2.4
CCCNC(=O)N[C@@H](Cc1ccccc1)C(=O)OC,1,-12,/,4,98,-2,1.9,-5,2,-1.5
COc1ccc(C(=O)Nc2cccc(C(=O)N3CCCC3)c2)cc1,2,0,-1,0,100,2,1.4,-13,0,-0.5
CC(C)(C)c1ccc(-c2nc(-c3ccncc3)no2)cc1,-2,-5,-4,-5,95,-7,-0.6,-1,2,/
Cc1ccc(S(=O)(=O)NCC(=O)OCC(=O)N2C(C)CCCC2C)cc1 (stereo not given),-4,15,5,2,122,-1,2.8,3,0,0.6
Cc1ccc(NS(=O)(=O)c2cccc(C(=O)NCCCN3CCCC3=O)c2)cc1,4,-7,-3,-3,95,-2,-1.4,-12,1,-2.1
COc1ccc(N2CCCn3c2nc2c3c(=O)n(CCN3CCOCC3)c(=O)n2C)cc1,-2,-9,0,1,105,/,0.0,7,-5,-1.1
Cc1ccc(N2CC(C(=O)N3CCOCC3)CC2=O)cc1Cl (stereo not given),-1,8,/,-3,/,0,-0.7,-21,2,-1.0
Cn1c(=O)oc2cc(S(=O)(=O)N3CCC(C(=O)NCc4ccccc4Cl)CC3)ccc21,0,-11,50*,-3,/,0,0.6,-9,-3,6.7
CC1CCc2c(cnc3ncnn23)C1 (stereo not given),1,15,-5,-2,95,3,-0.7,-7,1,-3.9
CS(=O)(=O)Nc1ccccc1C(=O)NCCSc1ccc(Cl)cc1,-1,5,-5,1,123,-2,-0.8,-6,0,-0.9
CC(CCCC(C)(C)O)NCc1cn[nH]c1-c1ccc2c(c1)OCO2 (stereo not given),0,44,-3,0,103,14,-1.4,9,0,-0.3
CC1CCC(NC(=O)C2CC(O)CN2S(=O)(=O)c2ccc([N+](=O)[O-])cc2)CC1 (stereo not given),-1,21,/,-1,103,1,-0.9,-18,1,1.0
CCC1(C)Cc2ccccc2-c2nc(NCCCO)[nH]c(=O)c21 (stereo not given),1,8,-4,8,96,0,4.1,-13,-2,-1.3
CCOc1ncccc1C(=O)OCC(=O)N1CCc2ccccc21,-2,4,-5,9,90,0,-2.2,-22,-1,-2.0
CCn1c(C)cc(=S)c2ccccc21,2,28,-2,4,/,104*,-1.9,3,-1,0.3
O=C(O)C1CCCN1C(=O)OCc1ccccc1 (stereo not given),-3,2,-3,5,106,/,-0.3,-1,-7,0.2
Cc1cccc(N2CCN(C(=O)c3cn4ccccc4n3)CC2C)c1 (stereo not given),-2,5,-2,-1,104,2,1.6,-5,1,-0.8

# An excerpt of these results, field by field.
> CC1CCC(NC(=O)C2CC(O)CN2S(=O)(=O)c2ccc([N+](=O)[O-])cc2)CC1 (stereo not given)
- DAGLB inh: -1
- Arrestin-AP2 inh: 21
- CAL PDZ FP-1: /
- V-ATPase pHluor: -1
- DSG3 Ab inh: 103
- NSD2 HMT inh: 1
- C-LANA FP: -0.9
- Cardiac RTF inh: -18
- Keap1-Nrf2 PPI: 1
- CAL PDZ FP-2: 1.0
> COc1ccc(/C=N/n2cncn2)cc1CSc1ccccn1
- DAGLB inh: 2
- Arrestin-AP2 inh: -1
- CAL PDZ FP-1: -4
- V-ATPase pHluor: -3
- DSG3 Ab inh: 110
- NSD2 HMT inh: 0
- C-LANA FP: -2.6
- Cardiac RTF inh: 6
- Keap1-Nrf2 PPI: 1
- CAL PDZ FP-2: -1.5

# (cont.)
Compound,DAGLB inh,Arrestin-AP2 inh,CAL PDZ FP-1,V-ATPase pHluor,DSG3 Ab inh,NSD2 HMT inh,C-LANA FP,Cardiac RTF inh,Keap1-Nrf2 PPI,CAL PDZ FP-2
O=C(c1ccccc1)N1CCN=C1SCc1ccc([N+](=O)[O-])cc1,1,3,-4,-3,/,3,-0.3,-2,-5,-2.8
CC(C)c1nc2ccc(NC(=O)C34CC5CC(CC(C5)C3)C4)cc2[nH]1,4,-3,-3,2,100,1,0.3,-2,-4,0.3
CC12CS(=O)(=O)CC1SC(=S)N2Cc1ccccc1 (stereo not given),0,6,2,4,87,/,-0.4,-5,1,-2.4
CCCc1cc(=O)[nH]c(SCC(=O)N(CC)Cc2ccccc2)n1,-5,-8,2,-1,94,9,0.1,-11,2,-2.0
COc1ccccc1N1CCN(C(=O)CNC(=O)Cn2cnc3sc(C)c(C)c3c2=O)CC1,0,40,8,6,104,2,0.1,-7,-6,-2.2
CCn1c(SCC(=O)c2ccccc2)nnc1-c1cccs1,-3,2,14,3,100,10,-1.0,-2,1,-2.1
O=C(CN1CCN(C2CCCCC2)CC1)Nc1ccccc1-c1ccccc1,1,5,0,-1,101,/,1.8,-8,3,0.0
NC(=O)c1c(NC(=O)CN2C(=O)CCC2=O)sc2c1CCCCC2,1,0,/,2,99,/,-0.8,-7,-1,-1.1
CCOC(=O)c1c(NC(=S)NC(=O)/C=C/c2cccs2)sc(C)c1C,-2,2,1,-2,120,2,1.9,-7,-7,-2.0
Cc1ccc(S(=O)(=O)N(CCC#N)CCN2CCCC2)cc1,1,11,-1,-2,107,-2,-0.5,-8,0,-0.4
CCc1ccc(C(=O)NNC(=O)c2ccc3c(=O)n4c(nc3c2)CCC4)cc1,-2,41,-2,-1,101,2,0.0,-3,4,-2.4
CC1CCN(CCCn2c(=S)[nH]c3c(sc4ccc([N+](=O)[O-])cc43)c2=O)CC1,2,-10,-3,1,85,1,-1.2,-12,-2,0.8
O=C(CCNC(=O)c1ccco1)NCCc1ccc(Cl)cc1,-2,0,-2,-6,/,2,-1.7,-1,-3,-2.1
CC1(C)CC(=O)C=C(Nc2ccc(F)cc2)C1,-2,-10,0,14*,111,2,-0.6,-2,-5,-2.0
COc1cccc(OC)c1NC(=O)c1nc2c(nnn2Cc2ccccc2Cl)c(=O)[nH]1,5,-16,-3,2,/,-2,1.1,-3,3,-1.1

# This is a subset; count on the stated rates, not on these rows.
